# Source: PubChem
# NR2E3 ag-1 – human photoreceptor-specific nuclear receptor agonism. Q9Y5X4. CHO-S Gal4-NCOR/VP16-NR2E3 two-hybrid, luciferase. inhibition of corepressor binding, % at 3.98 µM. hit rate 0.35% among 360,000. AID 602229;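 active = inhibition above the mean of all tested compounds plus 3 SD, cut at about 70% in these data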;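 note: 0% = DMSO with NR2E3 transfected cells and 100% = cells lacking NR2E3 construct; higher means lower luciferase signal from less NR2E3 corepressor binding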
# Shn3 inh set2 – reduces Shn3 3'UTR luciferase signal in osteoblasts; Clone20 osteoblast Shn3 3'UTR firefly luciferase, 24 h; inhibition, % at 12.5 µM; hit rate 0.52% among 360,000;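 active = mean inhibition of at least 75% with every replicate also reaching 75%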;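 note: 0% = median of neutral control wells and 100% = pilot-screen positive control compound; some compounds past the cut are filed as inactive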
# HIF-2a block – inhibitors of HIF-2a; hit rate 0.72% among 360,000; AID 624352; 786-0 RCC cells HIF-2a reporter, luciferase luminescence, overnight; inhibition, % at 18.8 µM;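 active = inhibition of the luminescence signal of 40% or more relative to plate controls, in a single-dose primary screen at 18.75 µM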
# TRPM1 prom inh – reduces MITF-dependent TRPM1 promoter luciferase signal. SK-MEL-5 TRPM1 promoter luciferase, 24 h. inhibition, % at 12.5 µM. hit rate 0.83% among 330,000;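 active = mean inhibition across replicates of 60% or more, whatever share of single replicates reaches that level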; note: values of inactives mirror those of a sister screen read the other way
# Vif inh – blocks HIV Vif function. HEK293T cells, Vif self-association by quenched fluorescence, imaging, 24 h. inhibition, % at 7.49 µM. hit rate 0.35% among 340,000. AID 602346; in the data active = inhibition above about 50%, passing the limit was not always enough; note: some results filed as inactive read as strong as hits
# KKLEB cytotox – CF airway cell cytotoxicity counter-screen; activity change (cytotoxicity), % at 5 µM; AID 602141; hit rate 0.36% among 360,000; KKLEB CF airway cells viability, ATPlite luminescence, overnight; hits give low values; cells stimulated with P. aeruginosa culture filtrate;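 active = corrected activity change at or below -50% at 5 µM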
# PDI turbidity – blocks human protein disulfide isomerase activity; PDI insulin aggregation turbidity, A650, 90 min; inhibition, % at 10 µM; hit rate 0.052% among 350,000; AID 588391;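 active = mean inhibition across replicates of 30% or more, whatever share of single replicates reach that level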;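 note: absorbance from insulin aggregation driven by PDI reduction with DTT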
# Target sequence (P07237 whole entry, looked up): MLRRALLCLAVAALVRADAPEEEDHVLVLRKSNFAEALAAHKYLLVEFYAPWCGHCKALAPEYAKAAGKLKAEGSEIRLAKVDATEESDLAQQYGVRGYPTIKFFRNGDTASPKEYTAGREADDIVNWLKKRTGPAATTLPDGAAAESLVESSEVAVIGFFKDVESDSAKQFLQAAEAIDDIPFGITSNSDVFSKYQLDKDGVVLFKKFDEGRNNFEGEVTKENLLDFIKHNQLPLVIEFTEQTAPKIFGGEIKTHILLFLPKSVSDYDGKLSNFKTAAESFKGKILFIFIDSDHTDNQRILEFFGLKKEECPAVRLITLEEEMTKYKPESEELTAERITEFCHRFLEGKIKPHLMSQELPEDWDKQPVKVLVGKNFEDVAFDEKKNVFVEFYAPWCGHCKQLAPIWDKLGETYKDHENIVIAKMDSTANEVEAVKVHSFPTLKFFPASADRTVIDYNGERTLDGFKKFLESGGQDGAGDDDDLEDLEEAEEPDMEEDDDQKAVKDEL
# CaV13 ICDI inh – Primary screen for inhibitors of IQ motif and Ca2+-dependent inactivation inhibitor domain binding in CACNA1D, Förster resonance energy transfer in living cells, …; HEK cells, CFP/YFP FRET ICDI-IQ, plate reader, 10 min; percent FRET-ratio fall versus neutral wells; AID 743397; hit rate 0.098% among 340,000; inhibition, % at 12.3 µM;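 active = mean replicate inhibition of at least 30% and at least 1% of replicates passing that level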;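 note: 0% = median of the neutral control wells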
# Peg3 promoter – reduces Peg3 promoter-driven luciferase expression in HeLa; HeLa PEG-Prom luciferase reporter, luminescence, overnight; inhibition, % at 20 µM; hit rate 1.7% among 360,000;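 active = inhibition of at least 50% at 20 µM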
# CF NFkB inh – blocks PAF-induced NF-kB reporter in cystic fibrosis cells. KKLEB NF-kB-GFP reporter, GFP fluorescence overnight. inhibition, % at 5 µM. hit rate 0.86% among 360,000. AID 588850;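 active = at least 50% inhibition at 5 µM, scaled per plate between neutral and stimulator controls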;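 note: PAF is a Pseudomonas aeruginosa culture filtrate used as stimulus; plate controls were PAF-stimulated DMSO wells for no effect and unstimulated DMSO wells for full effect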
# NR2E3 ag-2 – agonists of human nuclear receptor NR2E3; hit rate 0.12% among 320,000; AID 2300; GST-NR2E3/biotin-RetCOR TR-FRET, 1536-well; inhibition of corepressor binding, % at 4.78 µM; Q9Y5X4;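 active = percent inhibition above the cutoff of mean plus 3 SD of all tested compounds, set per screening campaign, cut at about 20% in these data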;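 note: 0% = DMSO wells and 100% = biotin wells as full block of FRET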
#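 Assay system: NR2E3–RetCOR corepressor complex. Quantity: 1.35 nM GST-NR2E3. Buffer or medium: pH 7.5 Tris-based buffer. Reagent: biotinylated RetCOR corepressor at 7 nM final. Schedule: 5 h at 4 °C. Detection: TR-FRET, emission read at 617 and 671 nm. Replicates: one well per compound, singlicate testing.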
# The depositor's hits bear a star; · = not tested or not shown.
SMILES,NR2E3 ag-1,Shn3 inh set2,HIF-2a block,TRPM1 prom inh,Vif inh,KKLEB cytotox,PDI turbidity,CaV13 ICDI inh,Peg3 promoter,CF NFkB inh,NR2E3 ag-2
COc1ccc(-c2nc(NC(=O)c3ccc(OCC(=O)Nc4ccc(F)cc4)c(OC)c3)sc2C)cc1,-28.5,57.5,8.0,31.5,11.0,-45.2,-7.8,-1.4,17.8,54.3*,10.4
Cc1csc(=O)n1CCC(=O)OCC(=O)Nc1ncc(Cl)cc1Cl,-14.2,-0.5,13.3,19.3,2.0,-7.0,-2.0,-2.1,-15.4,24.3,2.5
Cc1ccc(S(=O)(=O)N2CCN(CC(O)c3ccccc3)CC2)cc1 (stereo not drawn),-4.3,6.1,8.3,-0.3,-2.8,4.4,-2.0,-0.1,16.9,-3.9,2.1
O=C(CN1C(=O)c2ccccc2C1=O)Nc1ccccc1C(=O)NC1CCCCC1,-14.7,-19.7,3.5,-4.3,-1.4,7.1,17.6,·,2.3,-5.2,1.8
Cc1oc2ccc(OCc3ccccc3Cl)cc2c1C(=O)O,-8.6,-14.8,-1.7,3.1,-9.9,5.9,-4.4,-6.3,-0.8,-12.4,·
O=C(NCCC1=CCCCC1)c1ccc(CN2CCOCC2)cc1,-130.6,-85.3,-153.1,-73.4,·,2.7,3.8,1.0,-177.9,11.0,3.3
O=C(CN(C(=O)c1csnn1)c1ccc(F)c(Cl)c1)NC1CCCCC1,-3.0,0.6,9.8,0.9,4.9,-1.6,8.3,-5.1,11.1,-8.9,2.6
O=C(c1ccco1)N1CCN(C2CN(CCc3ccccc3)S(=O)(=O)C2)CC1 (stereo not drawn),0.1,-11.0,-0.3,·,·,-0.1,·,·,-2.3,5.8,·
C=C(C)CC1(NC(C)c2ccccc2)CCCCC1 (stereo not drawn),-6.5,11.6,8.1,-6.1,4.7,7.1,2.2,-4.3,-5.8,5.0,0.0
Cc1ccn(CCC(=O)NC2CC(C)(C)Cc3c2cnn3-c2ccccc2C)n1 (stereo not drawn),2.7,11.1,0.3,-9.5,-1.7,-1.5,3.1,-13.7,-6.9,-8.0,1.4
Cc1ccc(C)c(C(=O)CC2(O)C(=O)Nc3ccccc32)c1 (stereo not drawn),-3.8,-3.4,8.0,-8.3,29.9,5.4,-1.1,·,17.8,-6.0,0.8
CS(=O)(=O)N(CC(=O)N1CCCC1)c1ccc(OCc2ccccc2)cc1,17.8,9.6,8.2,2.1,2.4,4.5,2.6,-8.0,8.3,13.5,4.0

# 4 compounds drawn at random from those above, as already listed:
SMILES,NR2E3 ag-1,Shn3 inh set2,HIF-2a block,TRPM1 prom inh,Vif inh,KKLEB cytotox,PDI turbidity,CaV13 ICDI inh,Peg3 promoter,CF NFkB inh,NR2E3 ag-2
Cc1ccc(C)c(C(=O)CC2(O)C(=O)Nc3ccccc32)c1 (stereo not drawn),-3.8,-3.4,8.0,-8.3,29.9,5.4,-1.1,·,17.8,-6.0,0.8
CS(=O)(=O)N(CC(=O)N1CCCC1)c1ccc(OCc2ccccc2)cc1,17.8,9.6,8.2,2.1,2.4,4.5,2.6,-8.0,8.3,13.5,4.0
Cc1ccn(CCC(=O)NC2CC(C)(C)Cc3c2cnn3-c2ccccc2C)n1 (stereo not drawn),2.7,11.1,0.3,-9.5,-1.7,-1.5,3.1,-13.7,-6.9,-8.0,1.4
O=C(NCCC1=CCCCC1)c1ccc(CN2CCOCC2)cc1,-130.6,-85.3,-153.1,-73.4,·,2.7,3.8,1.0,-177.9,11.0,3.3

# Compounds above containing four or more nitrogen atoms:
SMILES,NR2E3 ag-1,Shn3 inh set2,HIF-2a block,TRPM1 prom inh,Vif inh,KKLEB cytotox,PDI turbidity,CaV13 ICDI inh,Peg3 promoter,CF NFkB inh,NR2E3 ag-2
O=C(CN(C(=O)c1csnn1)c1ccc(F)c(Cl)c1)NC1CCCCC1,-3.0,0.6,9.8,0.9,4.9,-1.6,8.3,-5.1,11.1,-8.9,2.6
Cc1ccn(CCC(=O)NC2CC(C)(C)Cc3c2cnn3-c2ccccc2C)n1 (stereo not drawn),2.7,11.1,0.3,-9.5,-1.7,-1.5,3.1,-13.7,-6.9,-8.0,1.4

# Continued:
SMILES,NR2E3 ag-1,Shn3 inh set2,HIF-2a block,TRPM1 prom inh,Vif inh,KKLEB cytotox,PDI turbidity,CaV13 ICDI inh,Peg3 promoter,CF NFkB inh,NR2E3 ag-2
O=C(NCCS(=O)(=O)NCc1ccc(Cl)cc1)c1ccccc1,-1.4,7.6,4.4,15.3,15.7,3.9,-6.9,-15.2,17.5,4.5,1.8
CCn1c(N2CCN(S(=O)(=O)c3ccc(F)cc3)CC2)nc2ccccc21,-18.2,26.2,13.7,-5.7,1.8,2.2,7.3,8.0,1.1,10.3,-1.5
COc1ccc(NS(=O)(=O)c2cccc(C(=O)N3CCCC(C)C3)c2)cc1 (stereo not drawn),-17.3,-11.5,17.6,3.1,-6.0,-5.6,-4.0,-2.2,10.1,17.7,0.7
COC(=O)C1=C(C)NC(=O)/C1=C\c1cc(C)n(-c2ccccc2F)c1C,-33.5,-58.5,-6.0,-15.5,1.7,14.8,-4.5,-6.6,-69.4,2.2,3.7
Cc1cc(=O)oc2cc(OC(C)C(=O)Nc3ccc(C(N)=O)cc3)ccc12 (stereo not drawn),7.2,-6.2,14.6,2.7,-0.1,17.9,2.9,-6.3,7.6,-21.8,2.6
O=C(Cc1ccc(Cl)cc1)Nc1ccccc1N1CCOCC1,-20.5,8.5,17.4,13.9,4.7,-6.2,2.4,·,2.5,-9.1,-2.9
Cc1ccc(S(=O)(=O)/N=C(/NC(=S)Nc2ccccc2)c2ccccc2)cc1,-154.8,-70.9,-233.0,-42.8,·,11.0,8.7,-5.3,-215.7,-19.2,-1.6
Clc1ccccc1Cn1nnc2c(NCCN3CCOCC3)ncnc21,-7.6,-8.5,3.9,9.0,-11.5,-17.9,-1.2,-3.4,13.7,2.0,-0.1
CCC1(C)Cc2c(sc3[nH]c(=S)[nH]c(=S)c23)CO1 (stereo not drawn),-9.5,-12.0,6.2,-8.5,·,0.7,-2.5,-14.7,5.3,-5.2,18.2
